LMPTP inh = LMPTP (human) inhibition; recombinant LMPTP-A, OMFP fluorogenic substrate, fluorescence intensity; inhibition, % at 20 µM; P24666; 0.22% of 360,000 active;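 active means compounds that cut the enzyme signal by at least half of the control window in the single-dose screen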;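 further: plate controls were DMSO wells with enzyme plus substrate for no effect and substrate without enzyme for full effect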
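test system = LMPTP-A | amount = 0.625 nM LMPTP-A final | reagent = fluorogenic phosphatase substrate OMFP at 400 µM final | incubation = 50 min at room temperature | benchmarks = no-enzyme low control, uninhibited high control | medium = Bis-Tris pH 6.0, DTT, detergent | signal = fluorescence intensity of OMFP turnover product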
NadD inh = inhibitors of Staphylococcus aureus NadD; purified NadD enzyme, colorimetric absorbance read-out; AID 602399; inhibition, % at 20 µM; 0.78% of 360,000 active; in the data active means inhibition above about 26%; further: some compounds past the cut are filed as inactive
DNMT1 block = inhibitors of human DNMT1; DNMT1 molecular beacon, Hinp1I cleavage, fluorescence; inhibition (reported as % activation of signal), % at 10 µM; 0.83% of 360,000 active; AID 588458; in the data active means inhibition above about 50%
SKN-1 inh = blocks SKN-1 activity in C. elegans; C. elegans VP596 Pgst-4::GFP/RFP ratio, acrylamide-induced, 24 h; 0.49% of 360,000 active; AID 624304; inhibition, % at 21.8 µM;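 active means interference check ratio from 0.5 to 1.5 plus GFP to RFP signal ratio inhibition reaching or exceeding a fixed threshold, cut at about 30% in these data, passing the limit was not always enough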; further: some compounds called inactive have numbers as strong as hits
Tb MetRS inh = Trypanosoma brucei MetRS inhibition; purified T. brucei MetRS, ATP depletion, Kinase-Glo luminescence; inhibition, % at 11.9 µM; 0.4% of 360,000 active; AID 624268;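 active means inhibition above a per-plate cutoff of the control wells' mean inhibition plus 3 SD, cut at about 5.5% in these data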;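 further: 0% = DMSO wells median and 100% = median of wells with control inhibitor compound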
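Assay system: T. brucei methionyl-tRNA synthetase, purified | Medium: HEPES buffer with MgCl2, KCl, DTT, spermine, BSA, pyrophosphatase | Compound: 11.9 µM single point | Incubation: 15 min enzyme-compound preincubation, 2 h reaction, 10 min detection, 25 °C | Measured by: Kinase-Glo luciferase luminescence reporting remaining unconsumed ATP | Measure: % inhibition normalized to control-well medians | Replication: Singlicate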
Scp-1 inhibitor = blocks human Scp-1 phosphatase activity. 0.88% of 340,000 active. Q9GZU7. AID 493091. inhibition, % at 20 µM. Recombinant Scp1, phosphopeptide, malachite green phosphate absorbance;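 active means inhibition above about 50% at 20 µM, limit read from the data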;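 further: plate controls were DMSO wells with enzyme for no effect and wells lacking enzyme for full effect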
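Material – SCP-1 phosphatase catalytic domain, residues 76-261 · Buffer or medium – Acidic Tris acetate buffer with magnesium and detergent · Also added – Phospho 17-mer peptide substrate · Compound – single 20 µM dose, 1% DMSO · Times – 45 min room-temperature reaction, 5 min colour, 30 min stabiliser · Technique – Phosphate-binding colour reagent, absorbance read at 630 nm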
CendR NRP1 mod = alters CendR peptide binding to human NRP-1; O14786; FAM-RPARPAR peptide binding to NRP-1, fluorescence polarization; inhibition, % at 25 µM; 0.85% of 360,000 active;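 active means inhibition or corrected inhibition above about 18%, plus a signal ratio from 0.5 to 1.5, limit read from the data, passing the limit was not always enough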; further: strong numbers were not always called active
Target sequence (O14786 whole entry, looked up): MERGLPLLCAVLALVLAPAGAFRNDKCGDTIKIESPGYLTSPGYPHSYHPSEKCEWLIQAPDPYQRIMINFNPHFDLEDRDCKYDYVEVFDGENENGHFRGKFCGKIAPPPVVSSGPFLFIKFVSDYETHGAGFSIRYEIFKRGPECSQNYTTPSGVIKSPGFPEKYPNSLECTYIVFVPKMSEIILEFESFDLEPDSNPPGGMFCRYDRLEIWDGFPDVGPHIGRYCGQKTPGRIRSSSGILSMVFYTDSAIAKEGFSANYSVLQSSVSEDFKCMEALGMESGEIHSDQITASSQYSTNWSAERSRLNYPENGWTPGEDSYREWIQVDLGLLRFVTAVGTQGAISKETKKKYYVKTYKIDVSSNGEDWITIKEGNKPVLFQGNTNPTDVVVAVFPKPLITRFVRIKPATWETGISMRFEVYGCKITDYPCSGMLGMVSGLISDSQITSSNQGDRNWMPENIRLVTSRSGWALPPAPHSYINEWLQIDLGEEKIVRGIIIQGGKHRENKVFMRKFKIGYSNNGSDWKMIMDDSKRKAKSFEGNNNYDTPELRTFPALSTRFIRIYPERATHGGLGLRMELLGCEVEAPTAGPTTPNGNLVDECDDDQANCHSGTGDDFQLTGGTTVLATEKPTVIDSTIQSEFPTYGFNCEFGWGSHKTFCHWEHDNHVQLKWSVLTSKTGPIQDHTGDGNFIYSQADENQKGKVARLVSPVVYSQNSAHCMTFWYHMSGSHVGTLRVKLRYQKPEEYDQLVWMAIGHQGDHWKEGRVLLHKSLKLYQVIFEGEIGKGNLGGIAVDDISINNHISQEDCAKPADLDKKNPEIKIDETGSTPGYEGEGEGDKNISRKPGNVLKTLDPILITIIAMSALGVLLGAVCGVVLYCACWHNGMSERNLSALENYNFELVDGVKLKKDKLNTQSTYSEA
SUMO1 PPI mod = alters human SUMO1 binding to SIM partners; inhibition, % at 20 µM; 0.33% of 360,000 active; SUMO1 binding to a labelled peptide, TR-FRET, 1 h; P63165; in the data active means inhibition above about 37%
Target sequence (P63165 whole entry, looked up): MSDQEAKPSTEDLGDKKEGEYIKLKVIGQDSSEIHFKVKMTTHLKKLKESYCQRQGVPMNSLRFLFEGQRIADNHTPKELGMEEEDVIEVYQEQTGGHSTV
Neddyl block = blocks human cullin neddylation | P61081+Q13564 | TR-FRET cullin neddylation, biochemical | calls only at 25 µM | 0.58% of 360,000 active | AID 651699; in the data active means inhibition above about 36%
STEP inh = STEP (human) phosphatase inhibition. P54829. recombinant STEP, OMFP fluorogenic substrate, fluorescence. inhibition, % at 20 µM. 0.25% of 360,000 active;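 active means inhibition at 20 µM, scaled per plate between control wells, above about 37%, limit read from the data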;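 further: 0% = DMSO with enzyme and substrate and 100% = substrate only without enzyme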
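Assay system: isolated STEP enzyme. Buffer or medium: pH 6.0 Bis-Tris with DTT and Tween 20. Also added: fluorogenic phosphatase substrate OMFP at 25 µM final. Dosing: 20 µM, 1% DMSO. Timing: 20 min reaction, room temperature, in the dark. Measured by: fluorescence intensity, excitation 480 nm, emission 540 nm. Evaluation: normalized % inhibition.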
Active calls of the source: *; i = inactive; x = not tested or not shown.

SMILES	LMPTP inh	NadD inh	DNMT1 block	SKN-1 inh	Tb MetRS inh	Scp-1 inhibitor	CendR NRP1 mod	SUMO1 PPI mod	Neddyl block	STEP inh
COc1ccc(Sc2ncnc3onc(C)c23)cc1	-1.2	-7	-1	-10	-0.8	3	1	1	i	-2
CC(=O)NC1=NN(C(C)=O)C2(S1)C(=O)N(CC(C)C)c1ccc(C)cc12 (stereo unspecified)	-1.7	-3	-2	-7	-1.0	-7	5	-6	i	0
CCC(NC(=O)c1cc(COc2cncc(Cl)c2)on1)c1ccncc1 (stereo unspecified)	-0.5	-1	0	0	-0.1	-5	-1	3	i	-1
O=C(NC(=S)Nc1ccc(Cc2ccncc2)cc1)c1ccccc1F	1.5	3	-3	11	-1.4	4	5	-4	i	4
CCn1c(C)nc2cc(C(=O)NNC(=S)Nc3ccc(OC)cc3)ccc21	0.8	-2	1	-8	-1.2	5	6	-1	i	0
COC(=O)[C@@]12C[C@@H](CC(=O)NCCC(C)C)C(=O)N(CCc3ccc(OC)c(OC)c3)C1=CCC(C)(C)C2	-0.5	x	x	-6	-0.3	x	1	-4	i	x
Cc1occc1-c1nnc(SCC(=O)c2ccc(Cl)cc2)n1CC1CCCO1 (stereo unspecified)	-0.3	5	9	-4	0.2	0	-19	2	i	-1
O=C(CSc1ccc(-c2cccnc2)nn1)c1ccc([N+](=O)[O-])cc1	1.6	10	-7	-2	-0.6	-8	8	-14	i	3
Clc1ccc(-c2csc(Nc3cccnc3)n2)cc1	2.8	-1	2	10	-0.3	-8	6	3	i	3
CCCCn1nc2cc(C(=O)N[C@H](C)C3CCCCC3)ccc2c1OCC	0.9	1	-1	25	-0.1	-1	7	5	x	0
O=C(CCc1ccccc1)Nc1ncc([N+](=O)[O-])s1	0.9	2	0	6	-0.6	-3	9	-28	i	1
O=C(COC(=O)c1cc2ccccc2cc1O)Nc1cccnc1Cl	-0.9	-2	-6	2	-0.3	-4	15	3	i	0
COC(=O)c1ccc(C)c(NC(=O)C2COc3ccccc3O2)c1 (stereo unspecified)	-1.7	-1	2	-7	-0.3	-4	-11	7	i	-2
O=C1CSC(c2ccc([N+](=O)[O-])cc2)N1CCN1CCCCC1 (stereo unspecified)	-1.8	-4	0	1	-0.1	-6	6	-15	i	2
CCOC(=O)c1c(C)nc(C(Cl)(Cl)Cl)nc1N	-1.0	-4	1	17	-0.8	1	4	0	i	-4
CCC(=O)N1CCc2cc(Br)cc(S(=O)(=O)NCC3CCCO3)c21 (stereo unspecified)	-1.1	0	1	8	0.1	0	-2	6	i	-5
Fc1cc(Cl)ccc1NC(=S)NCCN1CCOCC1	-1.5	-1	5	-9	-1.5	-9	-3	-1	i	4
O=C(CSc1nn(-c2ccccc2)c(=S)s1)NC(=O)NCc1ccco1	3.0	-5	-2	-5	-0.8	-3	-3	0	i	0
CCOc1ccc(-c2ccc(SCC(=O)NC3CCCCC3)nn2)cc1	-0.8	-1	6	-6	-0.6	-1	-11	0	i	-2
CCN1CCc2c(sc(NC(=O)c3ccc(S(=O)(=O)N4CCCC4)cc3)c2C(=O)NC)C1	1.8	-5	-2	13	0.2	1	-8	-8	i	0
CCOc1ccc(CCNC(=O)COC(=O)c2ccc(Br)o2)cc1OCC	-0.3	1	1	-1	-0.4	-1	-10	5	i	2
CNC(=S)NCc1ccc(Cl)cc1	-0.2	-2	5	-21	-0.3	1	-2	1	i	0
O=C(COc1ccc(-n2cnnn2)cc1)Nc1ccc(F)c(Cl)c1	1.1	-3	-9	15	0.2	-10	20	-3	i	-2
Cc1noc(C)c1S(=O)(=O)N(C)C[C@@H]1OCc2cnnn2CCCC(=O)N([C@H](C)CO)C[C@@H]1C	-1.4	3	2	6	-0.5	x	-1	13	i	1
Nc1cccc(/C=C/C(=O)O)c1	0.3	-2	-1	9	-1.1	-4	-9	2	i	-2
CCn1cc(C(=O)NN)c(=O)c2cc(F)c(N3CCCCC3)cc21	0.0	-1	-3	4	-0.8	-7	10	2	i	-3
CCCC(C(=O)NC1CCCC1)N(C(=O)Cn1nnc(-c2ccc(C)o2)n1)c1ccccc1F (stereo unspecified)	-1.3	-7	3	19	-0.8	-4	7	5	i	-3
O=C(CC1(O)C(=O)N(CN2CCOCC2)c2ccccc21)c1ccccc1 (stereo unspecified)	-0.9	4	3	-8	-0.9	3	-4	-4	i	1
Cn1cnc(CCNC(=O)C[C@H]2CC[C@@H]3[C@H](COC[C@H](O)CN3C(=O)C3CCCC3)O2)c1	-5.8	x	x	24	0.3	x	-7	6	i	x
Cc1ccc(S(=O)(=O)N(C)CC(=O)NC2CCCC2)cc1	0.2	5	3	10	-0.6	-2	12	6	i	0
Cc1cc(C)c(NC(=O)C2CCC(=O)N2)c(C)c1 (stereo unspecified)	0.8	1	0	3	0.5	1	12	5	i	-6
COc1ccccc1NS(=O)(=O)c1cccc(C(=O)N/N=C/c2ccc(OCC(=O)O)cc2)c1	-0.7	-2	-4	-4	-0.6	1	-5	0	i	-3
COc1ccc(NS(=O)(=O)c2cccc(C(=O)NNC(=O)c3cncc(Br)c3)c2)cc1	-1.0	-2	-1	-2	-0.2	-1	8	9	i	4
Cc1cc(C)c2c3c(sc2n1)C1(CCSCC1)C(C#N)=C(N)O3	2.7	12	-5	25	-1.6	-6	3	-2	i	1
O=C1OC(c2ccccc2)=N/C1=C\N1CCCCC1	-0.5	3	1	10	0.4	-8	-6	-12	i	-1
CC1CCCN(C(=O)Cn2nnc(-c3cccnc3)n2)C1 (stereo unspecified)	0.0	4	13	-41	-1.3	-3	1	-1	i	-1
Oc1ccc(/C=N/N2CCCCC2)c(O)c1O	5.7	4	6	-12	1.9	-2	12	3	i	10
C/C(CC(=O)Nc1ccc(Cl)cc1C(F)(F)F)=N\NC(=O)c1cccs1	0.6	3	4	4	-1.0	-7	-13	4	i	-2
O=C(NC(C(=O)c1ccccc1)n1cnccc1=O)c1ccccc1 (stereo unspecified)	-3.6	0	1	10	-0.9	-6	7	-1	i	-4
COCCCn1c(Cc2csc(Nc3cccc(Cl)c3)n2)nnc1SCC(=O)OC1CCCCC1	3.3	6	7	6	0.1	59*	-13	8	i	4

Some values from the results shown.
O=C(CC1(O)C(=O)N(CN2CCOCC2)c2ccccc21)c1ccccc1 (stereo unspecified) @ SKN-1 inh = -8
Cc1cc(C)c(NC(=O)C2CCC(=O)N2)c(C)c1 (stereo unspecified) @ STEP inh = -6

Later entries
SMILES	LMPTP inh	NadD inh	DNMT1 block	SKN-1 inh	Tb MetRS inh	Scp-1 inhibitor	CendR NRP1 mod	SUMO1 PPI mod	Neddyl block	STEP inh
COc1ccc(NC(=S)NCCc2ccccc2)c(OC)c1	-1.7	0	7	14	-0.1	1	6	2	i	-1
COC(=O)c1c(C)[nH]c(C(=O)OCC(=O)c2ccc(C)s2)c1C	0.3	-3	-6	7	-0.1	-15	-4	-9	i	0
COC(=O)c1ccc2c(=O)[nH]c(COC(=O)c3c(-c4ccccc4Cl)noc3C)nc2c1	0.5	-1	-4	18	-0.2	-6	-17	3	i	1
CC1CCC(NC(=O)Cn2cnc3sccc3c2=O)CC1 (stereo unspecified)	-2.4	5	4	14	-0.3	-7	-3	4	i	-2
Cc1ccc(-c2noc(C3CCN(S(=O)(=O)c4ccc5c(c4)OCCO5)CC3)n2)o1	2.5	-11	-6	-29	-1.0	26	5	-4	i	5
Cc1noc(C)c1S(=O)(=O)Nc1ccc(O)c2c(=O)cc(-c3ccccc3Cl)oc12	0.2	-3	1	-12	-0.1	-9	6	-11	i	-1

For reference, 14 of the compounds above.
SMILES	LMPTP inh	NadD inh	DNMT1 block	SKN-1 inh	Tb MetRS inh	Scp-1 inhibitor	CendR NRP1 mod	SUMO1 PPI mod	Neddyl block	STEP inh
Cc1ccc(S(=O)(=O)N(C)CC(=O)NC2CCCC2)cc1	0.2	5	3	10	-0.6	-2	12	6	i	0
Cc1cc(C)c(NC(=O)C2CCC(=O)N2)c(C)c1 (stereo unspecified)	0.8	1	0	3	0.5	1	12	5	i	-6
COc1ccccc1NS(=O)(=O)c1cccc(C(=O)N/N=C/c2ccc(OCC(=O)O)cc2)c1	-0.7	-2	-4	-4	-0.6	1	-5	0	i	-3
COc1ccc(NS(=O)(=O)c2cccc(C(=O)NNC(=O)c3cncc(Br)c3)c2)cc1	-1.0	-2	-1	-2	-0.2	-1	8	9	i	4
Cc1cc(C)c2c3c(sc2n1)C1(CCSCC1)C(C#N)=C(N)O3	2.7	12	-5	25	-1.6	-6	3	-2	i	1
O=C1OC(c2ccccc2)=N/C1=C\N1CCCCC1	-0.5	3	1	10	0.4	-8	-6	-12	i	-1
CC1CCCN(C(=O)Cn2nnc(-c3cccnc3)n2)C1 (stereo unspecified)	0.0	4	13	-41	-1.3	-3	1	-1	i	-1
Oc1ccc(/C=N/N2CCCCC2)c(O)c1O	5.7	4	6	-12	1.9	-2	12	3	i	10
C/C(CC(=O)Nc1ccc(Cl)cc1C(F)(F)F)=N\NC(=O)c1cccs1	0.6	3	4	4	-1.0	-7	-13	4	i	-2
O=C(NC(C(=O)c1ccccc1)n1cnccc1=O)c1ccccc1 (stereo unspecified)	-3.6	0	1	10	-0.9	-6	7	-1	i	-4
COCCCn1c(Cc2csc(Nc3cccc(Cl)c3)n2)nnc1SCC(=O)OC1CCCCC1	3.3	6	7	6	0.1	59*	-13	8	i	4
COc1ccc(NC(=S)NCCc2ccccc2)c(OC)c1	-1.7	0	7	14	-0.1	1	6	2	i	-1
COC(=O)c1c(C)[nH]c(C(=O)OCC(=O)c2ccc(C)s2)c1C	0.3	-3	-6	7	-0.1	-15	-4	-9	i	0
COC(=O)c1ccc2c(=O)[nH]c(COC(=O)c3c(-c4ccccc4Cl)noc3C)nc2c1	0.5	-1	-4	18	-0.2	-6	-17	3	i	1

High-throughput results as filed in PubChem.
